# NOD2 inhibition = inhibition of NOD2-driven NF-kB reporter – cell-based, luminescence, uHTS, HEK293 (AID 1566); inhibition, % at 4 µM, or EC50 in µM where a hit was titrated; hit rate 0.63% among 290,000; HEK293 NOD2/NF-kB luciferase reporter, luminescence; higher % means a stronger effect; further: many of its hits are not listed in these tables
# Dynein transport = blocks dynein driven cargo transport along microtubules; 3617.4 mouse cells, GR-EGFP nuclear translocation imaging; test concentration mostly 20 µM; stimulated with dexamethasone, 1 µM; hits give low values; z-score, hits read low; hit rate 0.47% among 220,000;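 active means plate z-score of nuclear minus cytoplasmic receptor signal below a set negative limit, without overly bright fluorescence or cell loss, cut at about -3.5 in these data, passing the limit was not always enough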;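 further: z-score of nuclear minus cytoplasmic ring GR-EGFP intensity difference per well; some compounds called inactive have numbers as strong as hits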
#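 medium = tetracycline-free induction medium containing charcoal-stripped FBS | also added = 1.0 µM final dexamethasone stimulus | schedule = 48 h induction, 1 h compound, 30 min dex at 37 °C | technique = fixed, Hoechst-stained cells imaged at 10x for EGFP | measure = GR-EGFP nuclear translocation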
# KOR beta-arrestin-1 = KOR agonists, beta-arrestin recruitment, primary screen, cell-based, luminescence, uHTS (AID 1777); KOR beta-arrestin recruitment, luminescence; higher % means a stronger effect; activation, % at 10 µM, or EC50 in µM where a hit was titrated; hit rate 0.02% among 280,000; in the data active means activation above about 50%, passing the limit was not always enough; further: a part of the inactive calls stands beside numbers as strong as those of hits
# P. falciparum M17LAP = P. falciparum M17LAP inhibitors, primary screen, biochemical, fluorogenic H-Leu-NHMec substrate, 1536-well (AID 1619) | recombinant M17LAP, H-Leu-NHMec fluorogenic kinetic assay; higher % means a stronger effect | inhibition, % at 30 µM, or IC50 in µM where a hit was titrated | hit rate 0.38% among 220,000;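 active means compound inhibiting the enzyme by more than half at any dose during confirmatory dose-response retesting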;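 further: plate controls were full reaction with DMSO carrier for no effect and no enzyme background for full effect; strong numbers were not always called active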
# AID2073 = disruptors of CaV2.2 binding to Mint1 – biochemical, HTRF (AID 2073); HTRF protein-protein interaction, Mint1-CaV2.2; higher % means a stronger effect; inhibition, % at 20 µM; hits with a dose series show IC50 in µM; hit rate 0.19% among 290,000; in the data active means inhibition mostly above about 51%, no sharp cut-off; further: some results filed as inactive read as strong as hits
# GPR55 beta-arrestin = GPR55 agonists via beta-arrestin recruitment, primary screen, imaging, U2OS cells, beta-arrestin-GFP redistribution (AID 1961); U2OS GPR55 beta-arrestin-GFP redistribution imaging; higher % means a stronger effect; hit rate 0.048% among 290,000; activation, % at 10 µM; hits with a dose series show EC50 in µM;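 active means activation above 40% with more than 50 cells counted in the well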;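 further: U2OS osteosarcoma cells stably expressing GPR55 and beta-arrestin-GFP; plate controls were DMSO negative control for no effect and LPI positive control for full effect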
# P. falciparum M1AAP = malaria alanyl aminopeptidase activity blockers – biochemical, fluorogenic H-Leu-NHMec substrate, 1536-well (AID 1445) | inhibition, % at 30 µM, or IC50 in µM where a hit was titrated | recombinant M1AAP, H-Leu-NHMec fluorogenic kinetic assay; higher % means a stronger effect | hit rate 0.42% among 220,000;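 active means primary inhibition above the hit cutoff, then over 50% inhibition at one or more dose response concentrations, cut at about 23% in these data, passing the limit was not always enough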;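 further: plate controls were DMSO full reaction for no effect and no enzyme background for full effect; strong numbers were not always called active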
# KOR beta-arrestin-2 = kappa opioid receptor blockers – cell-based, luminescence, uHTS (AID 1778); KOR beta-arrestin recruitment, luminescence, antagonist mode; higher % means a stronger effect; inhibition, % at 10 µM, or IC50 in µM where a hit was titrated; hit rate 0.091% among 290,000; further: strong numbers were not always called active
# NOD1 inhibition = NOD1 signaling inhibitors, primary screen, cell-based, luminescence, uHTS (AID 1578) | NOD1-driven NF-kB luciferase reporter cells, luminescence; higher % means a stronger effect | hit rate 1% among 290,000 | inhibition, % at 4 µM, or EC50 in µM where a hit was titrated; in the data active means inhibition mostly above about 36%, no sharp cut-off; inactive means mostly below about 34%;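 further: HEK-293T reporter cells stimulated with the NOD1 agonist gamma-tri-DAP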
# Dynein transport cytoplasmic EGFP = further read-out of Dynein transport, marked with its call; z-score; measured here: cytoplasmic GR-EGFP intensity; hits give high values
# Dynein transport nuclear GR-EGFP = also measured in Dynein transport; calls as there; z-score; measured here: nuclear GR-EGFP intensity;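 lower value marks the stronger effect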
# Dynein transport cell count = recorded beside Dynein transport, whose call it bears; z-score; measured here: cell count per field
# * marks the source's active call; other numbers are inactive results; . = no result given; [ ] = dose if it differs, or a comment. Unless noted, no stated cut-off is given here; in the data, active means inhibition above about 50%; inactive means the rest. The list is partial, so the mix of outcomes need not match the whole.
SMILES,NOD2 inhibition,Dynein transport,Dynein transport cytoplasmic EGFP,Dynein transport nuclear GR-EGFP,Dynein transport cell count,KOR beta-arrestin-1,P. falciparum M17LAP,AID2073,GPR55 beta-arrestin,P. falciparum M1AAP,KOR beta-arrestin-2,NOD1 inhibition
CCC(=O)Nc1ccc(C(=O)NNC(=O)c2cccs2)cc1,8%,-0.72,-0.24,-0.12,0.034,1.4%,0%,8%,-0.1%,6%,-21%,4%
COc1ccc(C(=O)Nc2cc(C(F)(F)F)ccc2Cl)cc1OC,5%,0.77,0.048,0.12,-0.31,3.0%,-6%,-3%,-0.1%,2%,7%,-1%
Cc1c(C(=O)C(=O)N2c3ccc(F)cc3CCC2C)c2ccccc2n1C (stereo not drawn),-2%,0.25,-0.26,0.62,-0.62,-3.4%,-6%,4%,0.7%,1%,-68%,19%
CCC(C)C(NC(=O)OC(C)(C)C)C(=O)NC(C(=O)NC(C)C(N)=O)C(C)C (stereo not drawn),-2%,-0.46,-0.32,-0.15,0.64,0.4%,4%,10%,-0.3%,1%,5%[20 µM],-4%
CCOC(=O)N1CCC(n2c(SCC(=O)NCc3ccco3)nc3ccsc3c2=O)CC1,12%,-1.8,-0.14,-0.76,0.012,-3.8%,4%,2%,-0.1%,15%,18%,-21%
Cc1ccc(C(=O)Cc2nnc(C)s2)cc1,-26%,0.67,-0.26,0.12,-0.82,-2.6%,23%,9%,-0.1%,-5%,-7%,-41%
Cc1nc(NC(=O)CN2CC(C)OC(C)C2)sc1C(=O)N(C)C (stereo not drawn),4%,.,.,.,.,1.9%,.,6%,-0.4%,.,-23%[20 µM],-15%
COc1nc(-c2ccc(C)cc2)ccc1-c1noc(-c2cccnc2)n1,11%,.,.,.,.,4.6%,.,20%,-0.3%,.,9%,-56%
CSc1cc(-c2ccc(Cl)cc2)c(C(=O)NN)s1,9%,0.17,0.14,-0.12,-0.0098,1.1%,5%,7%,-0.1%,2%,-9%,-7%
Cc1ccc2c(=O)cc(C(=O)NCCc3ccc(S(N)(=O)=O)cc3)oc2c1,16%,.,.,.,.,0.5%,.,20%,0.0%,.,-16%,2%
CC[C@H](C)[C@H](NC(=O)OCc1ccccc1)C(=O)Nc1ccc(NC(C)=O)cc1,8%,-0.074,-0.25,0.29,0.78,2.2%,1%,1%,-0.2%,6%,-4%,-28%
CC(C)(C)c1ccc(S(=O)(=O)N2CC(C(=O)O)Oc3ccc(Cl)cc32)cc1 (stereo not drawn),-14%,.,.,.,.,-3.7%,.,-2%,0.0%,.,-3%,-2%
CCOC(=O)N1CCN(C(=O)CCn2c(=O)[nH]c3ccsc3c2=O)CC1,-6%,-0.99,-0.39,-0.52,1.6,0.1%,-5%,-1%,-0.2%,2%,-23%,-24%
CN1C(=O)/C(=C/c2ccc(OCc3cccc(F)c3)cc2)NC1=S,20%,.,.,.,.,3.3%,.,15%,-0.2%,.,-137%[20 µM],10%
CCCOc1ccc(-c2nc(C#N)c(N3CCN(C)CC3)o2)cc1,-1%,0.68,-0.16,0.3,-0.49,-0.7%,-4%,-8%,0.3%,5%,14%,-16%
O=C(CN1C(=O)c2ccccc2C1=O)c1ccccc1,5%,0.44,-0.23,0.051,0.2,3.3%,3%,3%,-0.1%,3%,1%,-12%
CCN1CCN(Cc2ccc(NC(=O)c3cc(NC(=O)c4cncc(-c5cccs5)c4)cc(OC)c3)cc2C(F)(F)F)CC1,24%,.,.,.,.,-0.3%,.,23%,-0.3%,.,-36%[20 µM],-11%
O=C(O)CNC(=O)CCCn1nnc2ccccc2c1=O,1%,0.41,-0.22,-0.21,0.22,1.1%,-2%,8%,0.2%,2%,37%,-12%
CCCN(CCC)CCNC(=O)C1(O)c2ccccc2NC(=O)N1c1cccc(OC)c1 (stereo not drawn),16%,.,.,.,.,-3.2%,.,2%,-0.1%,.,-6%,-11%
O=C(Nc1ccc2c(c1)C(=O)OC2)c1ccccc1Cl,-26%,.,.,.,.,-1.9%,.,6%,-0.2%,.,-13%,-6%

# Next part; the last two above are carried over.
SMILES,NOD2 inhibition,Dynein transport,Dynein transport cytoplasmic EGFP,Dynein transport nuclear GR-EGFP,Dynein transport cell count,KOR beta-arrestin-1,P. falciparum M17LAP,AID2073,GPR55 beta-arrestin,P. falciparum M1AAP,KOR beta-arrestin-2,NOD1 inhibition
CCCN(CCC)CCNC(=O)C1(O)c2ccccc2NC(=O)N1c1cccc(OC)c1 (stereo not drawn),16%,.,.,.,.,-3.2%,.,2%,-0.1%,.,-6%,-11%
O=C(Nc1ccc2c(c1)C(=O)OC2)c1ccccc1Cl,-26%,.,.,.,.,-1.9%,.,6%,-0.2%,.,-13%,-6%
COc1ccc(N2CCN(C(=S)Nc3cccc(C)c3C)CC2)cc1,12%,0.042,-0.075,-0.5,-0.072,1.0%,5%,-9%,0.3%,2%,-9%,3%
CC1CCCN(S(=O)(=O)c2ccc(Br)s2)C1 (stereo not drawn),9%,-0.82,-0.27,0.38,0.051,3.7%,-1%,-3%,-0.2%,-1%,12%,-25%
Cc1cc(C)n(-c2ncnc3sc(C)c(C)c23)n1,4%,0.39,-0.27,0.17,0.65,-1.1%,-10%,13%,0.1%,9%,-27%,-7%
CCOc1ccc(/C(O)=C2\C(=O)C(=O)N(CCOCCO)C2c2ccccc2OC)cc1 (stereo not drawn),-9%,0.14,-0.19,-0.081,-0.11,3.1%,19%,19%,-0.1%,-4%,-35%,14%
Cn1c(Cc2ccccc2)nnc1SCC(=O)Nc1ccc2c(c1)OCO2,-34%,-0.34,-0.26,-0.24,-0.089,-4.0%,7%,0%,-0.2%,-2%,6%,-37%
COC(=O)c1ccc(COc2ccccc2OC)o1,12%,.,.,.,.,-6.4%,.,31%,0.5%,.,-19%,0%
CCOc1ccccc1/C=N/OCC(=O)NCc1ccc(F)cc1,4%,0.62,-0.34,0.58,-0.32,-4.9%,-4%,8%,0.1%,6%,-16%,-21%
CC1=CC(C)(C)NC(=S)N1c1ccc(C)cc1,-3%,-0.73,-0.11,-0.035,0.19,1.0%,3%,-2%,-0.3%,4%,2%,-28%
O/N=C\c1cccn1-c1ccc(Br)cc1,-8%,0.74,-0.22,0.52,0.00066,3.1%,10%,6%,0.3%,3%,-30%,11%
CCN(C(=O)c1cc2c(=O)n3ccccc3nc2n1CCCOC)C1CCCCC1,18%,.,.,.,.,7.6%,.,38%,-0.1%,.,-16%,6%
COc1ccc(CC(=O)n2c(CC#N)nc3ccccc32)cc1OC,6%,2.6,-0.19,1.4,-1.4,16%,19%,4%,0.8%,4%,3%,7%
CCOC(=O)C1=C(C)N=c2s/c(=C\c3ccc(O)c([N+](=O)[O-])c3)c(=O)n2C1c1ccccc1OC (stereo not drawn),24%,.,.,.,.,-6.1%,.,15%,0.4%,.,-61%[20 µM],8%
Cc1ccnc(NS(=O)(=O)c2ccc(NC(=O)c3cc(=O)c4ccccc4o3)cc2)n1,9%,.,.,.,.,-1.5%,.,14%,0.0%,.,-30%,-1%
Nc1nc(Nc2ccccc2)nc(NC2CCCCC2)c1[N+](=O)[O-],10%,.,.,.,.,-4.8%,.,19%,-0.1%,.,-17%,-5%
CCCn1c(CN2CCN(C(=O)OCC)CC2)nc2cc(NC(C)=O)ccc21,5%,.,.,.,.,0.7%,.,-5%,-0.2%,.,7%,-3%
CCc1sc(C(=O)NCCc2ccc(S(N)(=O)=O)cc2)cc1C,16%,.,.,.,.,-4.0%,.,0%,-0.1%,.,-18%,30%
CSc1nc(SCC(=O)NC(c2ccccc2)c2ccccc2)c2c3c(sc2n1)CN(C)CC3,12%,0.23,-0.14,0.98,-0.57,0.2%,-21%,18%,0.3%,11%,-10%,-169%
N#C/C(=C/c1ccco1)C(N)=S,-34%,-0.54,-0.2,-0.24,0.47,12%,21%,2%,-0.1%,14%,-13%,16%
Cn1c(-c2ccc(Cl)nc2)nc2ccccc21,-28%,.,.,.,.,-4.1%,.,20%,-0.1%,.,-9%,-12%
COc1ccccc1C1/C(=C(/O)c2ccc(C)cc2)C(=O)C(=O)N1Cc1ccco1 (stereo not drawn),7%,0.22,-0.22,-0.0095,-0.38,-3.4%,25%,-6%,-0.5%,3%,10%,-11%
Cc1ccc(OCC(=O)NNC(=O)CCC(=O)NCc2ccccc2)cc1,11%,-0.84,-0.21,-0.16,0.15,-1.2%,5%,10%,-0.1%,0%,-7%,6%
Cc1cc(C(=O)COC(=O)CC2Sc3ccccc3NC2=O)c(C)n1-c1ccc2c(c1)OCO2 (stereo not drawn),6%,-0.6,-0.065,-0.59,0.83,-4.9%,10%,17%,0.0%,10%,-10%,-19%
Cc1ccc(C)c(NS(=O)(=O)c2ccccc2C)c1,0%,.,.,.,.,-4.1%,.,0%,0.2%,.,4%,-16%
O=C(NCC1CCCO1)c1c(O)c2ccccc2[nH]c1=O (stereo not drawn),-29%,0.018,-0.21,-0.12,0.46,2.0%,-3%,4%,0.0%,5%,3%,-41%
COc1cc(Cl)c(C)cc1NC(=O)COC(=O)/C=C/c1c(C)nn(C2CCS(=O)(=O)C2)c1Cl (stereo not drawn),8%,-1.3,-0.18,-0.42,0.74,-0.8%,3%,12%,-0.4%,2%,21%,7%
CCCc1n[nH]c(=O)[nH]1,-12%,-0.76,-0.21,-0.23,0.23,0.8%,11%,-2%,0.2%,5%,6%,-11%
COCc1cc(C)nc(SCc2ccc(F)cc2)c1C#N,17%,.,.,.,.,3.9%,.,10%,0.2%,.,0%,-9%
CCc1nc(SCC(=O)Nc2ccccc2C(=O)OC)n[nH]1,-7%,0.52,-0.26,0.6,-0.028,3.2%,14%,-1%,0.6%,4%,20%,-16%
C=CCOc1ccc(/C=C2/C(=O)ON=C2C)cc1OC,8%,.,.,.,.,-2.9%,.,12%,0.0%,.,-83%,10%
COc1ccccc1N(CC(=O)N1CCc2ccccc2C1)S(C)(=O)=O,10%,-1.1,-0.28,-0.24,0.2,.,10%,5%,-0.2%,9%,8%[20 µM],-29%
O=C1CCC(C(=O)N2CCC(CO)CC2)CN1Cc1ccc(Cl)cc1 (stereo not drawn),-2%,.,.,.,.,0.7%,.,8%,-0.1%,.,-1%,-12%
COc1ccc(-c2csc(Nc3ccccn3)n2)cc1OC,-160%,.,.,.,.,4.7%,.,-12%,0.8%,.,-16%,-77%
O=C(c1ccc(S(=O)(=O)N2CCCC2)cc1)N1CCN(c2ccccc2F)CC1,-6%,.,.,.,.,1.5%,.,15%,0.3%,.,-1%,4%

# Assay outcomes as filed in PubChem BioAssay.
